From PubChem
tim10-1 inh – tim10-1 yeast growth inhibition. S. cerevisiae tim10-1 ts strain growth, BacTiter-Glo, 24 h. inhibition, % at 20 µM. hit rate 2.2% among 330,000. AID 463190;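 active = inhibition of at least 40%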;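 note: mutant grown at 25 °C; 0% = DMSO wells with yeast and 100% = wells holding no yeast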
mIAP activ – mouse IAP activation | muIAP, CDP-Star luminescence, 30 min; active compounds read high; 1 = vehicle-only enzyme signal, 0 = enzyme-free wells | activation factor at 10 µM | hit rate 0.24% among 330,000 | AID 2805;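 active = activation factor of at least 2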; note: the source names both 10 and 20 µM as test concentration; values of inactives mirror those of a sister screen read the other way
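System: Mouse IAP enzyme | Also added: CDP-Star substrate | Dosing: Compounds dispensed in DMSO | Schedule: 30 min enzyme-substrate-compound incubation at room temperature | Technique: Chemiluminescence readout | Control set: DMSO-only wells and no-enzyme negative control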
TIM10 inh – growth inhibitors of TIM10 yeast strain; S. cerevisiae TIM10 strain growth, BacTiter-Glo luminescence, 24 h; hit rate 1.4% among 330,000; inhibition, % at 10 µM;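 active = inhibition of 40% or more at the single tested concentration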;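 note: wild-type TIM10 isogenic control strain grown at permissive 25 °C; 0% = DMSO yeast wells and 100% = minimal medium wells without yeast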
mIAP inh – blocks mouse intestinal alkaline phosphatase; purified mouse IAP, CDP-Star luminescence, 30 min; inhibition, % at 10 µM; hit rate 0.2% among 330,000; AID 2806;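 active = inhibition of at least 40% at 10 µM in the primary screen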;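 note: plate controls were DMSO with enzyme for no effect and no enzyme wells for full effect; values of inactives mirror those of a sister screen read the other way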
A3A deaminase – blocks human APOBEC3A ssDNA deamination. P31941. recombinant A3A, FAM/TAMRA ssDNA deamination fluorescence. inhibition, % at 20 µM. hit rate 0.41% among 330,000. AID 493011;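 active = at least 40% inhibition at 20 µM here, with at most 30% in a related deaminase screen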;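 note: plate controls were A3A with DMSO for no effect and wells lacking A3A enzyme for full effect; some results filed as inactive read as strong as hits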
beta cell repl – MIN6 beta-cell proliferation induction; MIN6 cells proliferation, ATPlite luminescence, 48 h; cells starved in 0.2% serum; 100% = growth in 10% serum; proliferation, % at 10 µM; hit rate 0.29% among 330,000;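 active = compounds whose signal lies at least 3.5 SD above the mean of all wells on their plate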;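 note: 0% = DMSO-treated cells in low-serum medium and 100% = 10% serum control; some compounds called inactive have numbers as strong as hits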
A3G deaminase – blocks human APOBEC3G single-stranded DNA deamination | Q9HC16 | recombinant A3G, ssDNA deamination FAM/TAMRA fluorescence | inhibition, % at 20 µM | hit rate 0.28% among 330,000;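 active = inhibition of at least 40% at 20 µM, with no more than 30% in the related APOBEC3A deaminase screen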;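 note: plate controls were DMSO wells with A3G for no effect and wells lacking A3G enzyme for full effect; some compounds called inactive have numbers as strong as hits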
Target sequence (Q9HC16 whole entry, looked up): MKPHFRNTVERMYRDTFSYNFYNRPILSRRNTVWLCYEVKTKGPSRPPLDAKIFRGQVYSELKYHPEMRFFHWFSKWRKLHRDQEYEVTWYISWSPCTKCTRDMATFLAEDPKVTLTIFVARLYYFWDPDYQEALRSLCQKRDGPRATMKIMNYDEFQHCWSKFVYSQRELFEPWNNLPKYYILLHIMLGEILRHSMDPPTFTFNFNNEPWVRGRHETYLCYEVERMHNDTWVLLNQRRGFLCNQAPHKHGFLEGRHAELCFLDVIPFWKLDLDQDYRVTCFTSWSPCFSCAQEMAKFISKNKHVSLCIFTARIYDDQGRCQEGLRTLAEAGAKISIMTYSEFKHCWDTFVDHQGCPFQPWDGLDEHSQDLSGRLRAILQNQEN
hIAP inh – blocks human intestinal alkaline phosphatase. P09923. purified IAP, CDP-Star luminescence, 30 min. inhibition, % at 10 µM. hit rate 0.12% among 330,000;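 active = inhibition reaching a set limit with compound at 10 µM in the primary screen, cut at about 35% in these data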;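 note: plate controls were DMSO wells with enzyme for no effect and no-enzyme buffer wells for full effect; values of inactives mirror those of a sister screen read the other way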
Target sequence (P09923 whole entry, looked up): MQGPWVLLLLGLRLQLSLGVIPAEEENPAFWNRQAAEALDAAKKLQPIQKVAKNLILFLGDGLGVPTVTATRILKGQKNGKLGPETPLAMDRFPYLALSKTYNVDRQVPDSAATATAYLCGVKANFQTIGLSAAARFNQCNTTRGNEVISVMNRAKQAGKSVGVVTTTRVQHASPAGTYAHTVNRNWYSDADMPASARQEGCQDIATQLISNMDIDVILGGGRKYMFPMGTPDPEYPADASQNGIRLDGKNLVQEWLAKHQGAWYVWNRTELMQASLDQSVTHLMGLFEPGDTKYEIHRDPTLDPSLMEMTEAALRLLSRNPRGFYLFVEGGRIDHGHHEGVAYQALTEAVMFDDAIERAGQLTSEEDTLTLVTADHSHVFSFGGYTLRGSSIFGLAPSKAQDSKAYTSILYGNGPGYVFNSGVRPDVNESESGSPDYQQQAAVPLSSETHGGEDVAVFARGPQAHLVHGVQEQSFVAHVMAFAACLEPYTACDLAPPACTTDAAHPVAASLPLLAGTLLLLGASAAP
NALP3 yeast inh – blocks the NALP3 inflammasome reconstituted in yeast. Yeast reconstituted NLRP3/ASC/caspase-1, beta-gal luminescence, 24 h. inhibition, % at 10 µM. hit rate 0.39% among 330,000. AID 2825;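 active = inhibition of 50% or more; inactive = inhibition below 50%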;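 note: plate controls were induced DMSO wells for no effect and uninduced yeast grown without galactose for full effect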
Numbers without * were called inactive.

SMILES	tim10-1 inh	mIAP activ	TIM10 inh	mIAP inh	A3A deaminase	beta cell repl	A3G deaminase	hIAP inh	NALP3 yeast inh
COC(=O)C1=C(C)NC(=O)NC1c1ccccc1Cl (stereo not drawn)	10	0.98	6	2	-5	-3	7	-6	0
Cc1cccc(NC(=S)N(CCCN2CCOCC2)C(C)c2cc3ccccc3o2)c1C (stereo not drawn)	2	1.1	17	-5	8	0	-1	-2	9
CCCN1C[C@H](CSC)C[C@@H]2c3cccc4[nH]cc(c34)C[C@H]21	-7	1.1	-3	-8	-4	-5	-9	0	24
CN(c1cccc(NC(=O)c2ccccc2N(C)S(=O)(=O)c2ccccc2)c1)S(C)(=O)=O	16	0.92	7	8	-3	4	-2	-10	9
COc1ccc(CN2CCNC(=O)C2CC(=O)N(C)CCc2cnn(C)c2)c(F)c1 (stereo not drawn)	0	0.92	-2	8	1	0	3	-9	15
CC1(C(=O)O)CC(C)(C(=O)O)CC(C)(C(=O)O)C1 (stereo not drawn)	5	1.1	-8	-5	-3	-3	-8	-7	-3
Cc1nnc(NC(=O)CN2CC(C)OC(C)C2)s1 (stereo not drawn)	-5	1	3	-3	-1	-1	-8	19	7
Cc1cc(S(=O)(=O)c2ccc([N+](=O)[O-])cn2)ccc1Br	22	1.1	44*	-11	-3	-4	-5	0	-1
CCCCOc1cccc(C2C(C(=O)c3cccs3)=C(O)C(=O)N2Cc2cccnc2)c1 (stereo not drawn)	11	0.92	12	8	-3	-1	-6	6	12
COc1ccc(OC)c(NC(=O)CSC2=NCCS2)c1	19	0.9	1	10	1	-3	-4	-2	6
O=C(O)C(=O)/C(=C\c1cccc(Cl)c1)c1ccc2ccccc2n1	25	1	21	0	1	-3	-2	-3	17
O=c1oc2ccccc2cc1-c1ccc(O)cc1O	2	0.98	11	2	-1	4	-8	8	0
COc1ccc(/[N+]([O-])=C/c2ccco2)cc1	-10	1	-8	0	-2	-2	-10	-4	14
CNc1nc(C)c(C(=O)OCC(=O)OC)s1	13	1.1	-2	-7	-2	0	-2	-21	19
FC(F)(F)c1cnc(Sc2ncn[nH]2)c(Cl)c1	6	0.88	-4	12	1	4	-2	3	-3
CCOC(=O)N(Cc1ccccc1)C(C(=O)O)C(C(=O)O)N(Cc1ccccc1)C(=O)OCC (stereo not drawn)	10	1.2	2	-18	0	-3	9	-3	12
Cc1nn(Cc2ccccc2)c(C)c1NC(=O)CSc1nc(C2CC2)nc2c1cnn2-c1ccccc1	-8	1.1	2	-13	1	-3	3	7	10
CC12CCC(C(=O)NCc3cccnc3)(OC1=O)C2(C)C (stereo not drawn)	9	1.1	4	-5	-1	-1	-2	2	-20
COc1ccc(-c2cc3ccccc3oc2=O)cc1NC(=S)NC(=O)c1ccc2c(c1)OCCO2	-1	0.89	-1	11	3	-3	5	8	10
O=c1c2ccccc2ncn1/N=C/c1ccccc1	13	0.96	12	4	0	-4	-6	-9	37
O=C(NNC1=NCCC1)c1cccc(S(=O)(=O)N2CCOCC2)c1	1	0.96	3	4	-1	4	-2	7	-4
COC(=O)c1cccc(NC(=O)c2nn(C(C)C)c(=O)c3ccccc23)c1	26	0.9	23	10	-2	-3	-2	8	13
COc1nc(-c2ccccc2)c2cc(Br)ccc2n1	2	0.91	-10	9	2	1	-2	13	14
CCc1ccc(-n2c(CSc3nnnn3-c3ccccc3)nc3ccccc3c2=O)cc1	17	1.1	13	-14	-5	1	-14	-6	3
CC(NCC(=O)Nc1ccccc1C(=O)NC1CC1)c1ccc(S(N)(=O)=O)cc1 (stereo not drawn)	10	1	1	-1	-6	2	-11	17	-1
COc1ccccc1NS(=O)(=O)c1cccc2cccnc12	-11	0.92	-7	8	-2	1	-6	1	2
Cc1ccccc1-n1nnnc1SCC(=O)N(C)C1CCS(=O)(=O)C1 (stereo not drawn)	5	1	8	-3	1	4	-10	0	-1
COc1cc(C2C(C#N)=C(N)Oc3n[nH]c(-c4ccncc4)c32)cc(OC)c1OC (stereo not drawn)	14	1.2	23	-24	-9	-2	-8	-7	20
Cc1ccc(C)c(NC(=O)c2ccccn2)c1	11	0.97	-2	3	5	-1	1	6	15
CC(C)CNS(=O)(=O)c1cc(C(=O)OCC(=O)N(C)C2CCS(=O)(=O)C2)c(Cl)cc1Cl (stereo not drawn)	10	0.96	-1	4	1	-2	-7	-6	-10
Cc1cc2ncn(CC(O)COc3cccc(C(=O)O)c3)c2cc1C (stereo not drawn)	2	0.97	8	3	-4	-2	-6	14	-7
COC(=O)c1cccc(S(=O)(=O)N2CCOCC2)c1	2	1	-5	-4	5	-2	3	11	16
O=c1c2ccccc2nnn1CSc1nnc2ccccn12	11	1	-18	-5	-4	0	-4	-5	-21
CCOC(=O)C1=C(C)NC(C)=C(C(=O)OC)C1c1ccco1 (stereo not drawn)	-9	1	-2	-1	-4	-2	-9	-3	12
C/C(CC(=O)NCCCN1CCOCC1)=N\NC(=O)COc1ccc(C)cc1	16	1	2	0	-1	-2	-5	-7	8
COc1cccc(C(=O)NC2CCCC2)c1	15	1	2	-1	1	-3	0	0	16

Overlap with the part before: 4 compounds; new compounds follow.
SMILES	tim10-1 inh	mIAP activ	TIM10 inh	mIAP inh	A3A deaminase	beta cell repl	A3G deaminase	hIAP inh	NALP3 yeast inh
O=c1c2ccccc2nnn1CSc1nnc2ccccn12	11	1	-18	-5	-4	0	-4	-5	-21
CCOC(=O)C1=C(C)NC(C)=C(C(=O)OC)C1c1ccco1 (stereo not drawn)	-9	1	-2	-1	-4	-2	-9	-3	12
C/C(CC(=O)NCCCN1CCOCC1)=N\NC(=O)COc1ccc(C)cc1	16	1	2	0	-1	-2	-5	-7	8
COc1cccc(C(=O)NC2CCCC2)c1	15	1	2	-1	1	-3	0	0	16
Cc1csc(Cn2c(CN(C)C)nc3ccccc3c2=O)n1	8	1	9	-2	1	0	-3	-10	1
CCCN1CCN(C(=O)CS(=O)(=O)Cc2nc(-c3cccc(OC)c3)oc2C)CC1	-6	0.95	3	4	-4	-1	8	8	5
CC(=O)Oc1ccc(C(=O)[C@H]2[C@H]3C(=O)N(c4ccc(C)cc4C)C(=O)[C@H]3[C@@H]3C=CC=NN32)cc1	15	0.94	19	6	-1	-1	-1	-4	13
COc1ccc(C(=O)NCCNc2nc3ccc(C)cc3cc2C#N)cc1	-7	1.1	-8	-7	-1	2	-8	-37	3
Oc1cc(NCc2cccnc2)ccc1-c1nc2ccccc2o1	47*	0.92	55*	8	16	-5	1	3	34
CC(=O)Nc1ccc(C2CC(c3ccc(Cl)cc3)=NN2c2ccccc2)cc1 (stereo not drawn)	38	1.9	23	-89	-4	-6	-12	-20	-11
O=C(CCCCCNC(=O)N1CCn2c1nc1ccccc12)NCc1ccccc1	4	1	6	-1	-9	-4	-6	-17	4
Cc1ccc(N/C=C/c2onc(C)c2[N+](=O)[O-])cc1	15	0.85	8	15	-3	-1	-8	17	23
COc1cccc(/C(C#N)=C/c2c(-c3ccc(Cl)cc3)nc3c(C)cccn23)c1	21	0.91	-1	9	0	-4	0	-19	17
COc1cc(/C=N/NC(=O)Cn2cnc3ccccc3c2=O)ccc1O	-2	1	18	-2	0	-1	-2	-3	-23
CCOc1nc(NCCO)nc(Nc2ccccc2F)n1	1	0.91	-7	9	3	0	5	-8	12
CC(C)C[C@H](NC(=O)OC(C)(C)C)C(=O)N[C@@H](CO)[C@H](O)[C@@H]1C[C@@H]1C(=O)N(C)C	-1	1	0	-4	-2	-4	-10	-6	-7
CC(=O)Nc1ccc(S(=O)(=O)N2CCN=C2SCc2ccccc2C)cc1	10	0.97	12	2	-3	0	-4	-4	12
Cc1cc(C)c2sc(NC(=O)C3=COCCO3)nc2c1	45*	1	43*	-2	-1	-2	1	-11	22
O=C(Nc1ccc2c(c1)OCCO2)C1CC(c2ccc(F)cc2)=NO1 (stereo not drawn)	2	1	-4	0	-2	-2	-5	3	13
O=C(Nc1ccccc1Cl)c1ccc(-n2cccn2)c([N+](=O)[O-])c1	-1	0.89	-23	11	3	1	0	3	30
COc1cc(/C=C/C(=O)NCCc2ccc(S(N)(=O)=O)cc2)ccc1OCC#N	-6	0.9	0	10	11	-1	3	-16	2
CC(C)NCCOCCSc1ccc(Cl)cc1	19	1	-16	0	0	-2	2	-3	11
COc1ccc(/C=N/Nc2ccc([N+](=O)[O-])cc2)cc1O	-15	0.91	-27	10	0	2	2	18	49
COCCCNc1nc(N)c([N+](=O)[O-])c(N2CCCCCC2)n1	21	1.1	-3	-12	2	-5	3	11	25
CS(=O)(=O)N(CC(=O)N1CCCCC1)c1sc2c(c1C#N)CCCC2	8	1.1	19	-8	1	-2	-1	-9	3
C=CCc1cccc(/C=N/NC(=O)CNc2ccccc2)c1O	24	1	5	0	-14	-6	3	-66	16
COCCN(C(=O)c1ccccc1)c1nnc(-c2cccnc2)s1	-12	1	-30	-1	-4	0	-2	-12	27
CNC(=O)COc1coc(CN2CCN(Cc3ccccc3)CC2)cc1=O	-9	1.1	1	-7	2	-1	13	33	9
O=C(Cn1cc2c(n1)CCCCC2)NCCN1CCOCC1	19	1.1	9	-11	0	-1	-10	10	8
Cc1onc(-c2ccccc2)c1C(=O)OCC(=O)Nc1ccc(OC(F)(F)F)cc1	23	1.2	6	-23	-3	-8	-8	-32	29
CCOc1ccc2c(C)c(C)c(=O)oc2c1OCC	0	0.9	3	10	-1	0	-2	17	26
C[C@H](CO)N1C[C@H](C)[C@@H](CN(C)S(=O)(=O)c2cn(C)cn2)Oc2ccc(NC(=O)C3CCCCC3)cc2C1=O	-4	1.1	1	-6	-2	1	-8	-1	7
CCOC(=O)C1=C(CC)Nc2ccccc2N=C1NC(=O)c1cc(S(=O)(=O)N2CCOCC2)ccc1C	2	0.97	25	3	2	0	-2	0	-6
O=C1C=CC(O)(c2cc(=O)c3c(O)cc(O)cc3o2)C=C1	6	0.94	7	6	-5	-9	-10	14	18
COc1ccccc1COC(=O)N/C=C/c1ccco1	18	0.94	-6	6	1	-4	-5	23	1
CC(C)N(Cc1cc2ccccc2[nH]c1=O)C(=O)C1CCCCC1	27	1.1	0	-8	-3	-1	-6	-28	6
O=C1c2ccccc2-c2nc3ncnn3c(-c3ccccc3Cl)c21	30	0.94	19	6	-3	3	-11	8	21
O=C(O)CC1SC(=Nc2cccc(O)c2)NC1=O (stereo not drawn)	-16	0.96	-5	4	5	1	-1	-9	5
CCCn1c(=O)[nH]c(=O)c2c1nc(-c1ccccc1OC(F)F)n2CCOC	13	1	6	0	-3	-1	-6	-4	-4
CC(C)C[C@H](NC(=O)Nc1cccc(Cl)c1)C(=O)O	-12	1	-17	-3	-1	-1	-4	-21	2
COc1ccc(Oc2ccc(NC(=O)c3ccccc3C)cc2)cc1	12	1	6	-3	-1	-1	-3	-11	-11
CCOc1ccc(Nc2nc(N3CCOCC3)nc(N3CCOCC3)n2)cc1	-6	0.99	0	1	-1	2	-3	12	16
CCC(C)(C(=O)NC1CCCCC1)N(Cc1cccs1)C(=O)c1ccccn1 (stereo not drawn)	18	1	11	-2	-3	2	-8	-9	4
O=C1CN(C(=O)COc2cccc(F)c2)c2ccccc2N1	-2	1	5	-2	1	1	-10	10	-8
CCCc1cnc(N2CCN(C(=O)c3ccc(OC)cc3)CC2)nc1	23	0.95	17	5	-1	-2	-5	22	29
Cc1nn(C)c(Cl)c1/C=N/OC(=O)c1ccc(F)cc1	3	1	-4	0	0	-2	-13	9	12
